EPAC2 agonist: agonists of human EPAC2 (RAPGEF4). 0.079% of 360,000 active. EPAC2 activation, biochemical qHTS; response scale: 100% = 6.5 mM cAMP response. AID 720711. Q8WZA2. Potency, µM (series often up to 154 µM), for the others: at the top dose activation, hits mostly activators; also: potency is read from the fitted curve at half-maximal effect; nearly all actives have a fitted effect of over 50% in size
Target sequence (Q8WZA2 whole entry, looked up): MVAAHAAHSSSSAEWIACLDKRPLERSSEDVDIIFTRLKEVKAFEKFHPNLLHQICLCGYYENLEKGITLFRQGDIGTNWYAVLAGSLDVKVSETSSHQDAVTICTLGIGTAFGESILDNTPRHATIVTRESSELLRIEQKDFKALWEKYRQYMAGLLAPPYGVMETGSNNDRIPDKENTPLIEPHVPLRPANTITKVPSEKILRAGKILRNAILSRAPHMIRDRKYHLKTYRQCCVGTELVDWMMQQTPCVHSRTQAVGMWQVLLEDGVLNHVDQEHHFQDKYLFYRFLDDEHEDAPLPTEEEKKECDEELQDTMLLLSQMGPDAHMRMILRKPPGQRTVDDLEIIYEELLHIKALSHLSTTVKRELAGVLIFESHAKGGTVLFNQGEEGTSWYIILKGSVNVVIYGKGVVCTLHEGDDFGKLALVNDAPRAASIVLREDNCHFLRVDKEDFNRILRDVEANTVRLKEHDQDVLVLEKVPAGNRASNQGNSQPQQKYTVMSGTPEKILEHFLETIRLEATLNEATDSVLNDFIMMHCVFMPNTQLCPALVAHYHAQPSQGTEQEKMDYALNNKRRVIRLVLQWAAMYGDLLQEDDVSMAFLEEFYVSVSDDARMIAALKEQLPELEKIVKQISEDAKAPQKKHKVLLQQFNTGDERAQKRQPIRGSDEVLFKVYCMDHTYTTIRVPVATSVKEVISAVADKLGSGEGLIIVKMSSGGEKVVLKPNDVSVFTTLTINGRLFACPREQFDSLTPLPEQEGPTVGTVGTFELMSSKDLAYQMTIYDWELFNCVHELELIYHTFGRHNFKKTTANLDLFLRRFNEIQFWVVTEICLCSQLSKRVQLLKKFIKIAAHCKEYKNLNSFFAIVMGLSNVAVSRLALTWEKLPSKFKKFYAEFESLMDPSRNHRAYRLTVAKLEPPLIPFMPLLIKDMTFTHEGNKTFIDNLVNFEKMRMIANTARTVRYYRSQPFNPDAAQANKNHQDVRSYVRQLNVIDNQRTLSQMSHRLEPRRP
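Fluorescence exchange assay: 100 nM EPAC2 with 250 nM RAP1B-BODIPY-GDP and 50 uM GDP; compounds tested as a concentration-titration series (qHTS). Loss of Rap1-bound BODIPY-GDP fluorescence read at 480/540 nm; data normalized to 6.5 mM cAMP.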
EPAC2 antag: antagonists of human EPAC2 | Q8WZA2 | EPAC2 GEF exchange of Rap1B-BODIPY-GDP, fluorescence | Potency, µM (series often up to 114 µM), for the others: top-dose activity, negative = inhibition, actives largely listed as inhibitors | 0.18% of 360,000 active | AID 720708; also: potency is read from the fitted curve at half-maximal effect; % is scaled to controls: 0 for no effect and ±100 for the full control effect; nearly all actives have a fitted effect of over 45% in size; many of its hits are not listed in these tables
Nrf2 block: Nrf2 pathway inhibition | A549 ARE-Fluc reporter, luciferase luminescence, 18-24 h | Potency, µM (top dose mostly 46 µM), for inactives: at the highest dose activity change, negative = inhibition, usual class: inhibitors | 2.1% of 360,000 active; also: potency is read from the fitted curve at half-maximal effect; % is scaled to controls: 0 for no effect and ±100 for the full control effect; nearly all actives have a fitted effect of over 60% in size
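Nrf2 activity is the BugLite luminescence, read 15 min after reagent at room temperature, following CellTiter-Fluor cytotoxicity readout (30 min, 37C). Compound titrations were applied for 18-24 h to 5000 A549 ARE_Fluc cells/well in 5% FBS OPTI-MEM.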
CCT modulator: changes cytosolic chaperonin activity. 0.3% of 360,000 active. purified chaperonin ATPase assay, HTRF ADP detection, 30 min. activity change, % (concentration not given with the values), hits read low; in the data active = activity change below about -30%; also: % is scaled to controls: 0 for no effect and ±100 for the full control effect
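Enzyme 40 or 20 nM (batch-dependent) in Tris pH 7.4/KCl/MgCl2/DTT; cpd 76 uM single point; ATP 10 uM; 30 min 37 °C; Transcreener ADP HTRF detection, 30 min RT; ratio 665/615.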
A549 tox: A549 cytotoxicity, counter-screen for Nrf2 inhibitors; 0.16% of 390,000 active; Potency, µM (top dose mostly 46 µM), for the others: top-dose activity change, negative = cytotoxicity, most hits filed as inhibitors; A549 ARE-Fluc cells, CellTiter-Fluor viability, 18-24 h; also: potency is read from the fitted curve at half-maximal effect; % is scaled to controls: 0 for no effect and ±100 for the full control effect
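A549 ARE-Fluc cells in 5% FBS OPTI-MEM, 5000 cells/well, rested 2 h then exposed to compounds in concentration-response for 18-24 h at 37 °C. Viability by CellTiter-Fluor fluorescence (Ex 405/Em 525) after 30 min; luciferase luminescence (BugLite, 15 min, RT) read afterwards.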
pAkt inh: inhibitors of Akt phosphorylation | activity change, % for hits at 50 µM | 0.32% of 360,000 active | Neuro2A IGF-stimulated pAkt S473 HTRF, 20 min; stronger effect = lower value | AID 651550; in the data active = activity change below about -80%; inconclusive = mostly about -51% to -80%; also: % is scaled to controls: 0 for no effect and ±100 for the full control effect
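Neuro2A cells in DMEM with 0.5% FBS, overnight at 37 deg C, given compound at single 50 µM final, then IGF (6 nM final) for 20 min at 37 deg C. Lysed; phospho-Akt Ser473 by HTRF after 24 h, 665/615 ratio.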
MmCpn inh: inhibitors of Methanococcus maripaludis chaperonin (MmCpn). Potency, µM (top dose mostly 76.9 µM), inactives show at the highest dose activity, negative = inhibition, usual class: inhibitors. 0.031% of 330,000 active. purified Mm-Cpn ATPase, ADP Transcreener TR-FRET; also: potency is read from the fitted curve at half-maximal effect; % is scaled to controls: 0 for no effect and ±100 for the full control effect; nearly all actives have a fitted effect of over 80% in size
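ATPase read-out: TR-FRET ADP immunoassay (anti-ADP Eu cryptate vs ADP-d2), ex 320 nm, em 590/665 nm; signal drops as ADP forms. Enzyme 25 nM, ATP 10 uM, 30 min at 37°C after 10 min compound preincubation.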
Nrf2 activator: activates Nrf2 signaling; AREc32 ARE-luciferase reporter (MCF7-derived line), luminescence, 24 h; AID 624171; 0.31% of 410,000 active; Potency, µM (titrated, usually from 46.1 µM), without a hit: at the highest dose activation, hits mostly activators; also: potency is read from the fitted curve at half-maximal effect; % of control where 0% means no effect; nearly all actives have a fitted effect of over 65% in size
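For detection, Steady-Glo was added and plates sat 30 min at RT; before that, AREc32_Fluc cells grown overnight in OPTI-MEM/5% FBS had been treated with 23 nL compound for 24 hr at 37 deg C.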
TGFb SMAD3 inh: inhibitors of TGF-b signaling; AID 588855; Potency, µM (doses to about 46.1 µM), for inactives: at the top dose activity, negative = inhibition, most hits filed as inhibitors; HepG2 CAGA-GFP TGF-b/SMAD3 reporter, GFP fluorescence, 18 h; TGF-beta stimulated, 500 pg/mL final; 1.2% of 410,000 active; also: potency is read from the fitted curve at half-maximal effect; % is scaled to controls: 0 for no effect and ±100 for the full control effect; nearly all actives have a fitted effect of over 65% in size
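Inhibition was scored as loss of TGF-beta-induced (500 pg/mL final, 18 hours, 37 degrees C) GFP in HEPG2 cells carrying a CAGA-GFP reporter, in DMEM with 1% FBS. Well GFP was summed per cell; Activity was normalised to unstimulated and stimulated DMSO wells, then concentration-response fitting.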
* marks the source's active call; other numbers are inactive results; i = inactive; ? = inconclusive; . = not tested or not shown; & = joins results of further samples; [ ] = dose if it differs, or a comment. Unless noted, calls follow the shape of the dose curve; as a rule, active = well fitted curve in the direction sought with a large enough effect; inconclusive = small, poorly fitted or top-dose-only effect, or another doubt; inactive = no such curve, though single readings can be large; an effect the other way counts as inactive or inconclusive.

Start of the data: the first two entries (preview)
Second line of a record – EPAC2 agonist	EPAC2 antag	Nrf2 block	CCT modulator	A549 tox	pAkt inh	MmCpn inh	Nrf2 activator	TGFb SMAD3 inh
CCN(CC)c1nc(SCCOC(=O)Nc2ccccc2)nc(N(CC)CC)n1
→ 3.2%	?	20.6µM*	2.4	?	i	0.8%	2.7%	?
COCCn1c(SCC(=O)NC(=O)NCc2ccccc2)nc2ccccc21
→ 3.4%	-2.5%	12.9%	-1.3	-1.4%	i	0.8%	0.5%	-6.2%

Main list, from the first entry:
Second line of a record – EPAC2 agonist	EPAC2 antag	Nrf2 block	CCT modulator	A549 tox	pAkt inh	MmCpn inh	Nrf2 activator	TGFb SMAD3 inh
CCN(CC)c1nc(SCCOC(=O)Nc2ccccc2)nc(N(CC)CC)n1
→ 3.2%	?	20.6µM*	2.4	?	i	0.8%	2.7%	?
COCCn1c(SCC(=O)NC(=O)NCc2ccccc2)nc2ccccc21
→ 3.4%	-2.5%	12.9%	-1.3	-1.4%	i	0.8%	0.5%	-6.2%
COc1ccccc1NC(=O)c1cc([N+](=O)[O-])ccc1NCCN1C(=O)CCC1=O
→ 0.2%	-0.5%	9.5%	0.5	-21.8%	i	0.0%	7.1%	-21.4%
CN(CC(=O)Nc1cccc(F)c1)CC(=O)N1CCCCC1
→ 11.1%	2.4%	15.8%	0.7	7.7%	i	2.0%	0.2%	10.4%
Cc1cccc(Nc2ccncc2S(=O)(=O)NC(=O)NC(C)C)c1
→ -1.8%	-11.2%	0.4%	1.2	-7.3%	i	-1.2%	-0.5%	1.5%
COc1cc([N+](=O)[O-])ccc1NC(=O)COC(=O)CCS(=O)(=O)c1ccc(C)cc1
→ 4.9%	-1.3%	10.5%	-1.8	-5.8%	i	-3.0%	0.1%	11.1%
Cc1ccccc1NC(=O)Cn1cc(S(=O)(=O)c2ccccc2)c(=O)c2ccccc21
→ .	.	14.4%	.	1.5%	.	.	0.0%	18.5%
O=C(Nc1cc(C(F)(F)F)cc(C(F)(F)F)c1)O[C@@H]1c2ccccc2[C@@H]2Cc3csc[n+]3[C@H]12
→ -16.5%	7.1%	.	0.4	.	i	.	6.5%	.
C/C(CC(=O)Nc1ccccc1C(F)(F)F)=N\NC(=O)c1cnccn1
→ 9.7%	-4.5%	24.2%	0.9	-3.0%	i	.	0.2%	-9.8%
NS(=O)(=O)c1ccc(Nc2nc(-c3ccc(F)cc3)cs2)cc1
→ 22.4%	13.2%	?	0.5	-27.0%	i	2.0%	4.9%	?
O=S1(=O)N[C@H](Cc2ccccc2)COc2cccc(N3CCC[C@H]3CO)c21
→ 11.6%	9.2%	.	-0.6	.	i	.	0.6%	.
COc1ccc(CNC(=O)COC(=O)CCn2c(C)csc2=O)cc1OC
→ 2.3%	6.2%	2.1%	-1.5	1.1%	i	-5.0%	-0.8%	6.8%
CCCOC(=O)C1[C@H]2C(=O)N(C(C)c3ccc(OC)cc3)C[C@]23C=C[C@H]1O3 (stereo not given in full)
→ -5.5%	5.6%[57.1 µM]	3.9%	-1.2	-8.0%	i	2.6%	-0.5%	-22.4%
Cn1cc(/C=C(\NC(=O)c2ccccc2Cl)C(=O)NCCCn2ccnc2)c2ccccc21
→ 7.0%	-1.6%	-20.4%	-2.6	0.5%	i	0.7%	2.8%	-0.1%
O=C1CC(CC(=O)N/N=C/c2ccccc2[N+](=O)[O-])=NN1
→ -1.9%	10.1%	-7.0%	-0.4	-2.2%	i	0.5%	-0.9%[9.22 µM]	1.6%
COc1ccc(C(C)=O)cc1CSc1nc2ccccc2c(=O)n1-c1ccccc1
→ -13.4%	9.4%	?	-4.0	-7.2%	i	3.3%	-0.5%	-6.1%
CCSCCC(NC1=CC(=O)CC(C)(C)C1)C(=O)O (stereo not given)
→ -10.3%	0.0%[57.1 µM]	?	-0.7	-0.6%	i	-1.5%	0.7%	10.4%
COc1ccc(C2c3ccc4ccccc4c3Oc3ncn(CCN4CCOCC4)c(=N)c32)cc1 (stereo not given)
→ 7.7%	-9.5%	?	-0.3	.	i	3.7%	4.2%	-4.3%
CCc1ccc(/C=N/NC(=O)Cc2ccc(OC)c(OC)c2)s1
→ 9.6%	-3.0%	-17.8%	0.6	-9.2%	i	1.5%	0.4%	-5.3%
CCCCCCN1CCN(C2CN(CCc3ccccc3)S(=O)(=O)C2)CC1 (stereo not given)
→ 1.4%	16.6%	.	-1.4	.	i	.	0.7%	-21.4%
CC(C)c1ccc(NC(=S)N2CCCC(c3ccc(F)cc3)=N2)cc1
→ 12.8%	-0.1%	?	0.1	1.0%	i	0.7%	2.6%	-1.4%
O=C(CSCC(=O)N1CCCCC1)Nc1nc(-c2cccs2)cs1
→ 5.8%	-8.3%	21.4%	-12.1	-1.7%	i	-2.7%	11.4%	-29.2%
COc1ccc(S(=O)(=O)N(C)C)cc1NC(=O)COC(=O)Cn1cnc2ccccc2c1=O
→ 1.0%	2.3%	-2.0%	-1.6	0.8%	i	0.8%	-0.9%	5.5%
COc1ccc(Cl)cc1N(CC(=O)Nc1ccccc1SC)S(C)(=O)=O
→ 12.2%	-2.1%	9.5%	0.2	-1.8%	i	-0.5%	0.3%	2.9%
CC(C)c1ccc(-c2nc(N3CCCC3)nc3n[nH]c(N)c23)cc1
→ 0.1%	14.6%	-28.2%	-1.1	-17.0%	i	1.4%	0.1%	-18.2%
Cc1cccc(NC(=O)c2ccc(C(=O)c3ccccc3)cc2)n1
→ 24.2%	-2.7%	?	-5.5	-17.5%	i	0.2%	0.9%	0.0%
CC(C)N1C(=O)C(=O)N(CC(=O)N(C)c2ccccc2)C1=O
→ 11.2%	5.0%	-0.1%	-2.4	-5.4%	i	0.1%	-1.0%	1.4%
C=CCN1C(=O)C(Cc2cccc(C)c2)SC1=Nc1ccc(C(=O)O)cc1 (stereo not given)
→ 3.8%	-5.8%	?	1.1	10.1%	i	0.5%	0.2%	-0.1%
COc1ccc(NC(=O)c2ccccc2-c2ccccc2)cc1
→ 0.4%	-17.8%	-22.8%	1.4	0.1%	i	-2.5%	-0.8%	6.0%
CCc1ccc(CNC(=O)CCCN2C(=O)c3cccnc3Oc3ccc(Cl)cc32)cc1
→ .	.	-9.1%	.	-2.8%	.	.	1.2%	-27.0%
COc1cccc(C2(C)NC(=O)N(CC(=O)Nc3ccc(N4CCOCC4)cc3)C2=O)c1 (stereo not given)
→ -1.1%	3.9%	0.4%	1.9	-1.7%	i	-1.3%	0.3%	1.7%
O=c1c2ccccc2nc(COc2ccccc2)n1/N=C/c1cn[nH]c1-c1ccccc1
→ 2.1%	1.4%	?	-4.7	-15.0%	i	0.5%	3.7%	-2.3%
Cn1c(CCn2ccccc2=O)nc2cc(NC(=O)COc3ccccc3)ccc21
→ 3.2%	4.5%	4.0%	-1.2	-3.1%	i	0.4%	0.2%	-0.1%
CC1CCC(NC(=O)CSc2ccc(S(=O)(=O)N(C)C)cn2)CC1 (stereo not given)
→ 5.3%	2.4%	-1.2%	1.9	-4.2%	i	0.5%	-0.9%	-6.1%
COc1ccc(C(=O)CC(=O)Nc2ccc([N+](=O)[O-])cc2)cc1
→ 10.3%	0.1%	?	0.7	-15.4%	i	-5.9%	5.2%	?
CC(Oc1ccc(F)cc1)C(=O)Nc1cc(C(F)(F)F)ccc1-n1cncn1 (stereo not given)
→ 0.5%	0.5%	8.6%	0.1	5.3%	i	-1.0%	0.5%	16.5%
CCCN(CCC)c1nc(C#N)nc(N(CCC)CCC)n1
→ -0.8%	-25.6%	10.1%&-17.4%	-0.4	1.4%&-8.6%	i	-1.0%	-0.2%	0.1%&10.7%
CCC(=O)c1ccc(OCC(=O)OCC(=O)Nc2cccc(S(=O)(=O)N3CCCC3)c2)cc1
→ -5.9%	-11.2%	?	0.2	-0.2%	i	-1.1%	-0.4%	-6.0%
CSc1nc(C)cc(OCC(=O)N/N=C/c2ccccc2O)n1
→ -2.7%	-3.6%	-25.4%	-2.8	5.3%	i	-3.3%	0.2%	?
CCC(C)c1ccc(NC(=S)NN2CCOCC2)cc1 (stereo not given)
→ 1.8%	-0.8%	8.2%	-0.7	-0.5%	i	1.1%	0.2%	?
COc1cc2nc3n(c(=O)c2cc1OC)-c1cc2ccccc2cc1C(=O)NC3CC(C)C (stereo not given)
→ -17.2%	-7.9%	.	0.7	.	i	.	8.0%	?
Cc1noc(C)c1S(=O)(=O)N(CC(=O)Nc1ccc(C(F)(F)F)cc1)c1ccc(C(C)C)cc1
→ .	.	16.4µM*	.	-13.3%	.	.	4.2%	?
CCCC(=O)Nc1nnc(SCC(=O)NC2CC2)s1
→ 8.6%	14.7%	?	0.8	1.0%	i	-0.5%	-0.2%	-2.9%
CC(=O)Nc1ccc(CN2CCCN(C)CC2)cc1
→ -0.1%	-6.0%	2.0%	-0.2	-0.5%	i	-2.2%	0.0%	22.1%
Cc1cc(Cl)ccc1OCC(=O)OCC(=O)c1c(N)n(C)c(=O)n(C)c1=O
→ 0.5%	-5.1%	0.2%	-1.8	-8.7%	i	1.6%	-1.2%	7.7%
CCN(c1ccccc1)S(=O)(=O)c1ccc(C(=O)NCCc2ccc(S(N)(=O)=O)cc2)cc1
→ 3.2%	-24.5%	-8.6%	0.6	-15.4%	i	0.7%	2.5%	30.7%[activator]
CCCS(=O)(=O)NC(=O)C1(C)CCN(C(=O)C2(c3ccc(Cl)cc3)CCCC2)C1 (stereo not given)
→ 7.2%	13.0%	.	-1.4	.	i	.	0.4%	10.5%
CN=C(Nc1cccnc1)c1ccccc1
→ 1.2%	0.0%	7.2%	-2.9	0.2%	i	-2.1%	-1.7%	3.8%

Compound activity as filed in PubChem BioAssay.

Only part of the results is shown, so the mix of outcomes need not match the whole.
